NR2E3 ag-1: activates human photoreceptor nuclear receptor NR2E3; inhibition of corepressor binding, % at 4.78 µM; GST-NR2E3/biotin-RetCOR TR-FRET, 1536-well; 0.12% of 320,000 active; AID 2300; Q9Y5X4;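 active = percent inhibition above the cutoff of mean plus 3 SD of all tested compounds, set per screening campaign, cut at about 20% in these data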;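 note: 0% = DMSO wells and 100% = biotin wells as full block of FRET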
Target sequence (Q9Y5X4 whole entry, looked up): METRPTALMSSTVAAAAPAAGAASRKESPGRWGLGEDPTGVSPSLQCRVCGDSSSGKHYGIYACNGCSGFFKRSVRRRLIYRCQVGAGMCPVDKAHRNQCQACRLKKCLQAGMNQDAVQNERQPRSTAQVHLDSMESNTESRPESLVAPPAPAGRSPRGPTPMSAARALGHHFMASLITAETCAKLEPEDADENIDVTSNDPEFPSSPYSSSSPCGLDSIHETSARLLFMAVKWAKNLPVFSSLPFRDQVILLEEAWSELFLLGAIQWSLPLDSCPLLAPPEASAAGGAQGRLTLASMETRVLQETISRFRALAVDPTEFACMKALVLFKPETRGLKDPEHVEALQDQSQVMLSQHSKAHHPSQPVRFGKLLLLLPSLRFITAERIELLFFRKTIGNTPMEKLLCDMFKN
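Test system: GST-NR2E3 and biotin-RetCOR proteins | Quantity: 1.35 nM GST-tagged NR2E3 final | Medium: Tris pH 7.5 | Also added: 7 nM biotin-RetCOR | Dosing: Compound at 4.8 µM, single dose | Timing: 5 h at 4 °C | Detection: Time-resolved FRET | Read-out basis: Percent inhibition | Benchmarks: Biotin wells as high control, 0.6% DMSO wells as low control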
HIF-2a block: blocks HIF-2a reporter activity | 786-0 RCC cells HIF-2a reporter, luciferase luminescence, overnight | 0.72% of 360,000 active | inhibition, % at 18.8 µM;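 active = inhibition of the luminescence signal of 40% or more relative to plate controls, in a single-dose primary screen at 18.75 µM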
Shn3 3UTR inh: Schnurri-3 reporter inhibition in Clone20 osteoblasts; inhibition, % at 12.5 µM; 0.52% of 360,000 active; Clone20 osteoblast Shn3 3'UTR firefly luciferase, 24 h;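 active = mean inhibition of at least 75% with every replicate also reaching 75%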;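 note: 0% = median of neutral control wells and 100% = pilot-screen positive control compound; some compounds past the cut are filed as inactive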
KKLEB cytotox: counter-screen for CF NF-kB inhibitors: cytotoxicity; KKLEB CF airway cells viability, ATPlite luminescence, overnight; active compounds read low; cells stimulated with P. aeruginosa culture filtrate; activity change (cytotoxicity), % at 5 µM; 0.36% of 360,000 active;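 active = corrected activity change at or below -50% at 5 µM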
CF NFkB block: cystic fibrosis NF-kB activation inhibition; KKLEB NF-kB-GFP reporter, PAF-induced, GFP fluorescence overnight; inhibition, % at 5 µM; 0.86% of 360,000 active; AID 588850;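 active = at least 50% inhibition at 5 µM, scaled per plate between neutral and stimulator controls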;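 note: PAF is a Pseudomonas aeruginosa culture filtrate used as stimulus; plate controls were PAF-stimulated DMSO wells for no effect and unstimulated DMSO wells for full effect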
Peg3 promoter: reduces Peg3 promoter-driven luciferase expression in HeLa; AID 588405; 1.7% of 360,000 active; inhibition, % at 20 µM; HeLa PEG-Prom luciferase reporter, luminescence, overnight;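 active = inhibition of at least 50% at 20 µM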
Vif imaging: HIV Vif inhibition; HEK293T cells, Vif self-association by quenched fluorescence, imaging, 24 h; inhibition, % at 7.49 µM; 0.35% of 340,000 active; in the data active = inhibition above about 50%, passing the limit was not always enough; note: some results filed as inactive read as strong as hits
CaV13 ICDI inh: Disruptors of the CACNA1D IQ motif to Ca2+-dependent inactivation inhibitor domain association, primary screening, Förster resonance energy transfer in intact living …; HEK cells, CFP/YFP FRET ICDI-IQ, plate reader, 10 min; percent FRET-ratio fall versus neutral wells; inhibition, % at 12.3 µM; 0.098% of 340,000 active; AID 743397;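 active = mean replicate inhibition of at least 30% and at least 1% of replicates passing that level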;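 note: 0% = median of the neutral control wells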
MITF TRPM1 inh: inhibitors of MITF-driven TRPM1 promoter in melanoma cells | SK-MEL-5 TRPM1 promoter luciferase, 24 h | inhibition, % at 12.5 µM | 0.83% of 330,000 active | AID 488899;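 active = mean inhibition across replicates of 60% or more, whatever share of single replicates reaches that level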; note: values of inactives mirror those of a sister screen read the other way
PDI turbidity: PDI (human) enzyme inhibition. P07237. PDI insulin aggregation turbidity, A650, 90 min. inhibition, % at 10 µM. 0.052% of 350,000 active. AID 588391;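 active = mean inhibition across replicates of 30% or more, whatever share of single replicates reach that level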;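 note: absorbance from insulin aggregation driven by PDI reduction with DTT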
Target sequence (P07237 whole entry, looked up): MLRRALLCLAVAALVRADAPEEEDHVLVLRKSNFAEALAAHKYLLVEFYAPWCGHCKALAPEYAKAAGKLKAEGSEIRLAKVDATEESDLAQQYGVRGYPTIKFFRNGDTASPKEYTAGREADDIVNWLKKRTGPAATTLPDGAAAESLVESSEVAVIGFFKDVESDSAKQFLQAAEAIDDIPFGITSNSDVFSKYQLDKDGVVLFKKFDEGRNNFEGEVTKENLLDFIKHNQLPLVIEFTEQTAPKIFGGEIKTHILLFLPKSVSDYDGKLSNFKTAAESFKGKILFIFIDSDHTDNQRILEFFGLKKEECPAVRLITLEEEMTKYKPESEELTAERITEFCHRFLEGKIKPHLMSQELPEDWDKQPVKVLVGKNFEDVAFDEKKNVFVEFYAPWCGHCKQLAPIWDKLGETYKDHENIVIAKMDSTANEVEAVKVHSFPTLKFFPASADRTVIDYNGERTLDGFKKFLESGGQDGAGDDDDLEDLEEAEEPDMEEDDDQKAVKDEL
NR2E3 ag-2: agonists of human NR2E3 nuclear receptor | Q9Y5X4 | CHO-S Gal4-NCOR/VP16-NR2E3 two-hybrid, luciferase | inhibition of corepressor binding, % at 3.98 µM | 0.35% of 360,000 active | AID 602229;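 active = inhibition above the mean of all tested compounds plus 3 SD, cut at about 70% in these data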;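 note: 0% = DMSO with NR2E3 transfected cells and 100% = cells lacking NR2E3 construct; higher means lower luciferase signal from less NR2E3 corepressor binding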
Starred values were filed as active, the others as inactive; x = no result given.

SMILES	NR2E3 ag-1	HIF-2a block	Shn3 3UTR inh	KKLEB cytotox	CF NFkB block	Peg3 promoter	Vif imaging	CaV13 ICDI inh	MITF TRPM1 inh	PDI turbidity	NR2E3 ag-2
COC(=O)c1[nH]c(C)c(/C(O)=C2\C(=O)C(=O)N(CCN(C)C)C2c2ccc(C)o2)c1C (configuration not stated)	0.7	8.6	11.0	-3.6	7.2	-3.5	-21.9	-4.4	9.3	-10.8	-7.3
O=C(COc1cccc2cccnc12)Nc1ccccc1N1CCOCC1	-0.1	14.1	-11.3	6.2	4.6	24.5	-2.3	-20.2	-7.2	0.6	-24.9
CC(/C=C/c1ccc2c(c1)OCO2)=N/NC(=O)c1ccc(C)nc1	-2.4	4.2	-6.2	10.3	-30.6	12.3	-0.7	-4.2	10.7	-6.6	-12.1
COc1ccc(C(CNC(=O)CNC(=O)c2cccc(Cl)c2)N2CCCC2)cc1 (configuration not stated)	2.8	7.2	-12.0	10.7	-0.3	-3.1	-3.4	-1.9	-15.3	-10.1	-9.1
CCOC(=O)CCSc1nc(C)cc(C(F)(F)F)c1C#N	3.9	0.9	-4.8	-3.9	9.9	-8.5	-6.4	-9.1	-8.7	-0.6	-15.0
CCc1nc2ccc(C(=O)Nc3ccc(OC)c(OC)c3)cn2c1N(C)CCC(C)C	x	-6.1	28.1	7.0	2.2	25.2	-5.4	-6.2	x	-2.8	16.1
Brc1ccc2nc(-c3ccco3)c(CC3CCCCC3)n2c1	x	-4.0	-47.9	-1.1	22.7	-30.2	x	-4.4	x	x	-37.8
COC1(OC)N=C(NC(=O)Nc2ccccc2)C2(C#N)C(c3ccccc3)C12C#N (configuration not stated)	-2.5	-3.5	-8.5	5.2	5.3	-8.4	-7.5	x	-9.1	-2.3	-40.6
Cc1nc([N+](=O)[O-])cn1Cc1cccc2ccccc12	2.6	12.5	14.7	4.5	4.5	3.2	-1.5	-4.5	-10.5	4.3	-27.4
CCCOc1ccc(C(C)=O)cc1CSc1nc(O)cc(=O)[nH]1	-1.3	22.9	18.8	-7.7	12.0	5.8	3.6	-6.5	-5.4	-3.5	6.9
COC(=O)CC(NS(=O)(=O)c1cccs1)c1ccccc1Cl (configuration not stated)	3.2	2.3	-11.8	-6.8	16.4	9.1	0.7	-5.0	-8.0	9.4	-5.7
N#C/C(=C/c1ccc([N+](=O)[O-])cc1)C(N)=O	-2.3	14.0	-15.5	-1.1	12.9	8.5	-11.3	-19.2	-0.3	3.9	-9.8
C[C@@H]1Cn2cnc(C(=O)Nc3ccc(CNC(=O)OC(C)(C)C)cc3)c2C(=O)N1	x	-4.3	71.2	17.1	-14.7	13.7	-3.7	-5.6	x	5.0	-2.0
O=C(c1ccc2c(c1)OCO2)N(Cc1cccs1)C1(C(=O)NC2CCCCC2)CCCCC1	-2.1	18.1	16.1	5.0	-21.3	-35.3	-0.5	-7.2	6.1	-2.0	-24.4
COc1cccc(N2CCN(C(=O)CCCCCNc3nc(=S)[nH]c4ccccc34)CC2)c1	0.5	-0.4	69.8	-20.6	3.7	62.8*	-19.2	-2.3	-4.2	2.8	9.1
COc1ccc(/C=N/NC(=O)c2cccc3ccccc23)c(OC)c1OC	-2.8	-14.1	-7.7	10.2	-30.7	15.1	-8.1	-1.2	x	-1.6	-1.5
O=C(NCC1CCCO1)C(=O)N/N=C/c1cccc(Cl)c1 (configuration not stated)	3.5	-16.6	-4.8	-25.1	26.6	-14.4	4.2	-6.4	-3.5	-14.7	3.5
COc1cc(/C=C2\SC(N)=NC2=O)cc(Cl)c1O	-8.6	18.0	-4.6	5.1	3.7	-8.2	4.9	-9.0	8.4	3.8	5.2
COC(=O)CNC(=O)COC(=O)c1cc(Cl)cc(Cl)c1N	0.4	6.8	13.0	7.0	-4.5	4.3	6.9	-3.3	-4.3	-1.6	11.0
CC1CCN(C(=O)CNC(=O)Cn2ccc3ccccc3c2=O)CC1	5.5	10.1	-0.5	-15.2	-10.5	2.3	6.1	-5.8	3.9	-9.5	-31.6
COc1ccc(NC(=O)CCOc2ccc(C)cc2)cc1S(=O)(=O)N1CCOCC1	2.3	10.5	-4.0	4.3	-0.7	-8.7	14.4	-3.1	-3.6	2.6	-9.0
CCn1c(N2CCN(Cc3ccc([N+](=O)[O-])cc3)CC2)nc2ccccc21	3.7	-19.5	18.5	8.6	-1.6	9.7	19.8	-2.0	8.7	-6.8	-8.0
O=C(NCCN1CCN(c2ccccc2F)CC1)C1c2ccccc2C(=O)N2CCc3ccccc3C12 (configuration not stated)	1.5	6.9	-3.8	10.5	13.3	4.1	7.9	-5.0	1.7	1.8	-17.0
CC/C(=N\NC(=O)CSCc1ccccc1Cl)c1ccc2c(c1)OCCO2	-2.3	14.2	-43.7	-5.6	11.3	-3.0	3.3	-4.2	2.1	2.0	-8.5
CCCOc1ccc(CNC(=S)N/N=C/c2ccc([N+](=O)[O-])cc2)cc1	-3.0	-19.7	7.5	-25.2	-16.3	-1.6	4.5	-5.2	3.5	-6.3	-27.1
CCN(CC)S(=O)(=O)c1cc(C(=O)Nc2ccccc2C(=O)O)ccc1OC	16.2	-4.3	-1.9	-12.3	0.8	2.1	-4.6	-9.8	1.9	2.6	6.0
OC(CNc1ncnc2sccc12)c1ccccc1 (configuration not stated)	3.4	-193.6	29.5	0.1	1.3	-311.5	-7.8	-7.7	-44.4	9.3	45.9
COc1ccc(C2(c3ccc(OC)cc3)NC(=O)N(CC(=O)N(C)c3ccccc3)C2=O)cc1	0.3	17.7	25.7	3.9	18.7	16.4	-4.0	-1.8	13.9	-2.1	-18.1
O=C(O)/C=C/c1cn(-c2ccccc2)nc1-c1cc2ccccc2o1	2.3	-72.8	-6.5	-5.2	-7.8	-37.4	-1.7	-7.0	-2.6	1.1	-12.6
Cc1csc(=O)n1CCC(=O)OCC(=O)c1c(N)n(C)c(=O)n(C)c1=O	0.0	-0.1	5.5	13.9	-12.1	-5.9	8.3	-8.4	-2.0	-0.4	-10.6
O=[N+]([O-])c1ccc(Cl)cc1NCCCN1CCOCC1	-3.0	2.6	-11.5	0.3	13.6	-15.5	-0.7	-4.0	3.7	3.0	3.2
COc1ccc(N2CCN(C(=O)CCC(=O)N3CC(C)Oc4ccc(C)cc43)CC2)cc1 (configuration not stated)	1.2	13.1	10.3	-10.0	11.4	2.1	-3.1	5.3	x	x	-34.3
N#C/C(=C(/O)C(Cl)c1ccccc1)c1nc2ccccc2s1 (configuration not stated)	-0.2	-107.2	-42.7	-0.5	-26.5	-116.7	-6.1	-6.7	-23.0	-3.0	-32.7
Cc1nc(NC(=O)CC(C)C)sc1-c1csc(Nc2ccc(Cl)cc2Cl)n1	-2.8	-29.6	-9.0	-8.2	30.4	-21.9	0.4	-4.4	-9.3	3.8	-0.8
Cc1nnc(SCC(=O)Nc2ccc(N(C)C)cc2)n(N)c1=O	-2.8	12.9	-5.3	-0.3	6.4	0.3	-2.5	2.6	-9.3	-0.5	1.7
CCC(C)NC(=O)Cn1c(=O)n(CCCC(=O)NCc2ccccc2Cl)c(=O)c2ccccc21 (configuration not stated)	2.0	14.2	-2.0	3.1	-19.3	-12.4	17.4	-3.3	-4.8	4.1	-6.6
O=C(O)c1ccc(-c2noc(-c3ccccc3C(F)(F)F)n2)cc1	1.1	-179.1	-113.9	4.3	19.7	-245.7	31.6	-5.3	-47.6	-6.1	-76.6
COc1ccc(CCNC(=O)c2ccc(CS(=O)Cc3ccc(C)cc3)o2)cc1OC (configuration not stated)	0.2	15.0	16.4	2.0	2.7	15.3	0.6	-1.7	4.6	3.7	-12.9
Cc1ccccc1NC(=O)CSc1nnc(Cc2cccn2C)n1-c1ccc(F)cc1	3.3	0.7	-13.2	-2.7	11.0	2.7	0.1	5.4	x	x	1.9
Cc1ccc(NC(=O)Nn2cnnc2)cc1Cl	0.7	-1.6	32.2	-1.3	-4.1	1.1	-4.9	-5.8	-5.3	-6.2	-23.4
COc1ccc(/C=N/Nc2nc(-c3ccc(Cl)cc3)cc(C(F)(F)F)n2)cc1OC	1.0	-56.6	13.1	-1.3	13.5	-19.3	3.7	-6.9	-8.4	4.6	-3.7
COc1cc(NC(=O)C2CC2)c(OC)cc1NC(=O)c1ccco1	3.4	6.2	1.1	-5.5	3.8	13.1	-3.0	-2.8	2.7	6.1	-24.5
Cc1noc(C)c1-c1ccc(C(=O)NCc2cccs2)c2occc12	x	-238.6	-19.1	-14.3	-57.8	-162.5	-12.1	-5.5	x	3.5	-18.9
COc1cc(/C=N/Nc2nc(C)cc(=O)[nH]2)cc(OC)c1O	-2.9	12.5	8.7	4.3	-7.9	4.0	x	-4.1	7.2	0.6	-35.1
COc1ccccc1NCC(=O)N/N=C/C=C/c1ccccc1	-0.4	-153.5	-25.7	-0.4	-21.9	-97.6	x	-4.9	-12.7	0.2	-59.8
O=C(CSc1ccccc1)Nc1ccc2sccc2c1	1.3	-263.5	-7.7	1.3	15.8	-209.5	8.1	-3.9	-41.2	7.1	-22.6
C=CCn1c(SCC(=O)Nc2ccccc2-c2ccccc2)nc2cc(C(=O)O)ccc2c1=O	-0.4	5.9	0.7	11.3	-4.4	1.8	-5.1	-4.3	-9.1	13.5	-20.1
O=c1c(-c2ccccc2Cl)coc2c(CN3CCCCC3)c(O)ccc12	2.0	19.8	10.5	0.1	-7.7	11.7	17.9	-4.2	-5.1	3.7	-20.8

Complete entries, quoted from the list. Order of screens: NR2E3 ag-1, HIF-2a block, Shn3 3UTR inh, KKLEB cytotox, CF NFkB block, Peg3 promoter, Vif imaging, CaV13 ICDI inh, MITF TRPM1 inh, PDI turbidity, NR2E3 ag-2
Results for `COc1cc(NC(=O)C2CC2)c(OC)cc1NC(=O)c1ccco1` → 3.4, 6.2, 1.1, -5.5, 3.8, 13.1, -3.0, -2.8, 2.7, 6.1, -24.5
Results for `C=CCn1c(SCC(=O)Nc2ccccc2-c2ccccc2)nc2cc(C(=O)O)ccc2c1=O` → -0.4, 5.9, 0.7, 11.3, -4.4, 1.8, -5.1, -4.3, -9.1, 13.5, -20.1

More entries:
SMILES	NR2E3 ag-1	HIF-2a block	Shn3 3UTR inh	KKLEB cytotox	CF NFkB block	Peg3 promoter	Vif imaging	CaV13 ICDI inh	MITF TRPM1 inh	PDI turbidity	NR2E3 ag-2
COc1ccccc1C(=O)NCCC(=O)Nc1ccc(S(=O)(=O)N2C(C)CCCC2C)cc1 (configuration not stated)	-0.1	7.3	-5.0	10.7	18.8	9.4	-24.2	-5.1	12.7	-0.5	22.4
Cc1ccc(C(=O)NCCCn2ccnc2)cc1C	-1.4	10.7	-1.9	-7.3	-4.6	-0.5	-3.1	1.9	x	-3.0	11.3
COc1ccccc1C(=O)Nc1ccc(Nc2ccccc2)cc1	-0.7	35.3	12.9	3.9	6.4	10.9	6.1	-18.0	x	12.0	-11.5
COc1ccc(-c2nnc(SCC(=O)NC3CCCC3)n2C)cc1	3.6	20.5	-12.6	3.9	6.9	21.0	-1.6	-3.7	-5.9	-1.3	-13.5
Cc1ccccc1/C=N/N1CCN(c2ccccc2)CC1	-1.9	-178.2	-54.3	13.3	-10.8	-158.3	5.7	-4.1	-22.7	3.7	-7.5

Screening results deposited in PubChem BioAssay by several laboratories.
